PMI act hi M6P – human PMI activators, high substrate, primary screen, biochemical, fluorescence intensity, near-saturating mannose 6-phosphate; Mannose-6-phosphate isomerase (Homo sapiens), P34949; coupled PMI enzyme assay, resazurin fluorescence, 20 min; hits give high values; 1 = untreated enzyme, 0 = substrate-free blank; activation factor at 20 µM; hit rate 0.34% among 190,000;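 active = activation factor of 2 or more at 20 µM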
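Test system: human phosphomannose isomerase with PGI, G6PDH, diaphorase coupling enzymes; Amount: PMI at 15 ng/mL final; Reagent: Mannose-6-phosphate 1.0 mM (near-saturating) plus 0.22 mM NADP+; Timing: 20 min, room temperature; Technique: resorufin fluorescence at Ex 544/Em 590 nm; Dosing: 20 µM single dose.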
Diaph inh CS – diaphorase inhibitors and chemical oxidizers, primary screen, counter-screen for diaphorase-coupled primary assays, biochemical, uHTS, resorufin fluorescence; diaphorase resazurin-to-resorufin fluorescence, NADH, 16 min; bacterial (C. kluyveri) enzyme, not human; inhibition, % at 20 µM; hit rate 0.69% among 190,000; AID 1217, 2008;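 active = primary screen inhibition at 20 µM above a set limit, cut at about 50% in these data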;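 note: plate controls were DMSO with full reaction for no effect and wells lacking NADH for full effect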
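material = Clostridium kluyveri diaphorase enzyme | amount = 0.14 U/mL diaphorase, enzyme working solution | schedule = incubation 16 min, room temperature | detection = fluorescence of resorufin formed from resazurin, Ex 544/Em 590 nm | benchmarks = positive control minus NADH, DMSO neutral control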
PPARg SRC-1 ag – PPARgamma agonists recruiting SRC-1 coactivator, primary screen, biochemical; hit rate 0.41% among 200,000; Peroxisome proliferator-activated receptor gamma (Homo sapiens), P37231; activation, % at 8 µM; AID 631, 2007; PPARgamma-SRC-1 coactivator recruitment biochemical assay; in the data active = activation above about 19%;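 note: 0% = DMSO and 100% = reference agonist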
Target sequence (P37231 whole entry, looked up): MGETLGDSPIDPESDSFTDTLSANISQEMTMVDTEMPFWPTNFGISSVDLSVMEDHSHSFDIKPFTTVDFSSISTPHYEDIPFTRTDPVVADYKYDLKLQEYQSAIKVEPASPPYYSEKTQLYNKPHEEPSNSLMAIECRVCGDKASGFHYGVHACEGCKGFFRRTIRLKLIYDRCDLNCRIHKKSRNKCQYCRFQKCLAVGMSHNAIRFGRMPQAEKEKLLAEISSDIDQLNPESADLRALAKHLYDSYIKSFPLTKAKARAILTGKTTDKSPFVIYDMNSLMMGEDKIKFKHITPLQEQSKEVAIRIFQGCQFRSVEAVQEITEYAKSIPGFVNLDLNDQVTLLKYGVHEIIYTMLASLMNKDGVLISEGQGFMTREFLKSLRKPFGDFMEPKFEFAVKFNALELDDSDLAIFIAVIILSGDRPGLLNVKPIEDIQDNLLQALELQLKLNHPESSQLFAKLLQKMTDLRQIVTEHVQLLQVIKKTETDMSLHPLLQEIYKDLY
ROMK mod – ROMK potassium channel modulators, primary screen, cell-based, thallium flux, MLSMR library; ATP-sensitive inward rectifier potassium channel 1 (Homo sapiens), P48048; Tet-inducible ROMK, thallium flux fluorescence; actives lie on both sides; B-score at 10 µM; hit rate 2% among 130,000; AID 1918, 2009;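 active = signal ratio slope over the read window, or its plate-corrected B-score, at least 3 SD from the plate mean, either direction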;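 note: B-score of the F/F0 ratio slope over 7 to 12 s after thallium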
Target sequence (P48048 whole entry, looked up): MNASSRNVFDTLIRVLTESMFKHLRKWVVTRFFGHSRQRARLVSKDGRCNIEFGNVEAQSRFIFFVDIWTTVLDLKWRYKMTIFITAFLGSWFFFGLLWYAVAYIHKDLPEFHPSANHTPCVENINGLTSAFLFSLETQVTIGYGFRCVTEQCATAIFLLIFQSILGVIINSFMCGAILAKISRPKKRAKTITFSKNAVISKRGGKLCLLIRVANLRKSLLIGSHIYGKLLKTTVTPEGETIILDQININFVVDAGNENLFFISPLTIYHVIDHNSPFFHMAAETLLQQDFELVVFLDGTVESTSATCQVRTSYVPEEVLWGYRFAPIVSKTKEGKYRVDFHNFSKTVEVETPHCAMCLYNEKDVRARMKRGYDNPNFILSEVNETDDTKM
SRC2 TRFRET art – TR-FRET signal artefacts, primary screen, artefact control for PPARgamma SRC-2 agonist project, biochemical; TR-FRET artefact counter-screen; hits give high values; hit rate 0.4% among 200,000; TR-FRET ratio at 8 µM; in the data active = TR-FRET ratio above about 2000; note: inactives centre near 1500
PMI activator – activators of human PMI, primary screen, biochemical, fluorescence intensity, near-Km mannose 6-phosphate | Mannose-6-phosphate isomerase (Homo sapiens), P34949 | purified human PMI, coupled resazurin fluorescence, 20 min; hits give high values; 1 = vehicle control, 0 substrate-free wells | activation factor at 20 µM | hit rate 0.005% among 190,000;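 active = activation factor of 2 or more at 20 µM, relative to plate controls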
PPARg SRC-2 ag – agonists of PPARg-SRC-2 recruitment, primary screen, biochemical, HTS | Peroxisome proliferator-activated receptor gamma (Homo sapiens), P37231 | PPARgamma LBD-SRC-2 recruitment | activation, % at 8 µM | hit rate 0.34% among 200,000 | AID 1032, 2008; in the data active = activation above about 22%;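 note: 0% = vehicle and 100% = reference agonist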
G6PDH CS – L. mesenteroides G6PDH inhibitors, counter-screen for G6PDH-coupled screening assays, biochemical, Leuconostoc mesenteroides enzyme; Purified L. mesenteroides G6PDH, diaphorase/resazurin coupled fluorescence, 45 min; glucose-6-phosphate dehydrogenase [Leuconostoc mesenteroides]; hit rate 0.12% among 200,000; inhibition, % at 5 µM; in the data active = inhibition above about 50%
PPARg SRC3 recr – PPARgamma agonists recruiting SRC-3 coactivator, primary screen, biochemical; Peroxisome proliferator-activated receptor gamma (Homo sapiens), P37231; biochemical PPARgamma/SRC-3 coactivator recruitment assay; activation, % at 8 µM; hit rate 0.26% among 200,000; AID 731, 2007; in the data active = activation above about 23%;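 note: 0% = DMSO and 100% = reference agonist; some compounds past the cut are filed as inactive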
Diaphorase act – compounds boosting diaphorase resazurin reduction – biochemical, uHTS, resorufin fluorescence, counter-screen for diaphorase-coupled primary assays, primary screen. Diaphorase/resazurin coupled assay, 16 min; hits give high values; 1 = vehicle wells, 0 = NADH-free wells. activation factor at 20 µM. hit rate 0.005% among 190,000. AID 1229, 2008;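 active = diaphorase activity raised at least twofold by the compound at 20 µM; inactive = activation factor below 2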
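Assay system: Purified diaphorase enzyme from Clostridium kluyveri | Amount: Enzyme 0.07 U/mL final | Dosing: Compound 20 µM once, DMSO 1% | Timing: 16 min reaction at room temperature | Detection: Fluorescence, excitation 544 nm and emission 590 nm | Evaluation: Higher resorufin formation from activation or reduction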
S1P3 antag – S1P3 receptor antagonists, primary screen, cell-based; Sphingosine 1-phosphate receptor 3 (Homo sapiens), Q99500; CHO S1P3 NFAT-BLA reporter, FRET fluorescence, antagonist mode; inhibition, % at 4.98 µM; hit rate 0.27% among 170,000; AID 485, 2006;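 active = inhibition above the plate cutoff, the mean inhibition of test wells on that plate plus 3 SD, cut at about 28% in these data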;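 note: cells challenged with S1P at its EC80 of 0.8 µM; blue over green emission ratio from cleaved BLA substrate after 4 h stimulation; 0% = S1P-stimulated wells and 100% = unstimulated DMSO-only wells; some compounds past the cut are filed as inactive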
Numbers without * were called inactive; x = not tested or not shown. Compounds as they come, and some 3.3% of all compounds hit somewhere here.

Sample of the layout (5 entries):
SMILES	PMI act hi M6P	Diaph inh CS	PPARg SRC-1 ag	ROMK mod	SRC2 TRFRET art	PMI activator	PPARg SRC-2 ag	G6PDH CS	PPARg SRC3 recr	Diaphorase act	S1P3 antag
CCC(=O)Nc1ccc(C(=O)N/N=C/c2c(C)[nH]c3ccccc23)cc1	1	7	5	0.99	1706	1	3	-4	2	0.9	8
COc1ccc(/C=C/C(=O)N/C(=C\c2ccco2)C(=O)NCCc2nc3ccccc3[nH]2)cc1	1	32	-6	-1.2	1560	0.9	-7	-60	-3	0.7	-14
C/C(=N\NC(=O)C1COc2ccccc2O1)c1ccc(N2CCOCC2)cc1 (stereo not given)	1	2	-2	-0.047	1360	1.1	-11	-4	-2	1	-8
CS(=O)(=O)Nc1ccc(C(=O)Nc2ccccc2Sc2ccccc2)cc1	0.8	23	-3	x	1539	0.7	8	1	1	0.8	-10
Cc1ccc(NC(=O)CC2COc3ccccc3O2)cc1 (stereo not given)	0.9	18	0	x	1527	0.9	-2	10	15	0.8	x

All compounds of this part, repeating the preview:
SMILES	PMI act hi M6P	Diaph inh CS	PPARg SRC-1 ag	ROMK mod	SRC2 TRFRET art	PMI activator	PPARg SRC-2 ag	G6PDH CS	PPARg SRC3 recr	Diaphorase act	S1P3 antag
CCC(=O)Nc1ccc(C(=O)N/N=C/c2c(C)[nH]c3ccccc23)cc1	1	7	5	0.99	1706	1	3	-4	2	0.9	8
COc1ccc(/C=C/C(=O)N/C(=C\c2ccco2)C(=O)NCCc2nc3ccccc3[nH]2)cc1	1	32	-6	-1.2	1560	0.9	-7	-60	-3	0.7	-14
C/C(=N\NC(=O)C1COc2ccccc2O1)c1ccc(N2CCOCC2)cc1 (stereo not given)	1	2	-2	-0.047	1360	1.1	-11	-4	-2	1	-8
CS(=O)(=O)Nc1ccc(C(=O)Nc2ccccc2Sc2ccccc2)cc1	0.8	23	-3	x	1539	0.7	8	1	1	0.8	-10
Cc1ccc(NC(=O)CC2COc3ccccc3O2)cc1 (stereo not given)	0.9	18	0	x	1527	0.9	-2	10	15	0.8	x
CCOc1ccc(S(=O)(=O)NCc2ccc(OC)cc2)c2cccnc12	0.9	16	2	0.74	1742	1	3	2	0	0.8	-5
c1ccc2sc(NC3=NCN(Cc4ccc5c(c4)OCO5)CN3)nc2c1	0.9	21	-2	-1.4	1465	0.8	6	-3	10	0.8	19
CCOc1ccc(CN2CCN(Cc3ccc(C)o3)CC2CCO)cc1 (stereo not given)	1	-6	2	x	1611	1	6	6	4	1.1	8
CCN(CC)c1ccc(N=Cc2ccc(N(CC)CC)cc2O)cc1	0.8	13	14	x	1964	0.7	27*	11	41*	0.9	x
O=C1CCc2cc(S(=O)(=O)N3CCCC3C(=O)N3CCN(c4ccccc4F)CC3)ccc2N1 (stereo not given)	0.9	20	8	x	1898	0.9	14	8	0	0.8	10
c1ccc(CNc2nc3ccccc3n3cnnc23)nc1	1.1	-3	3	x	1549	1.1	-1	-1	4	1	-14
COc1ccc(NC(=O)c2cn(CCC#N)nc2-c2cc3ccccc3o2)cc1	0.9	17	5	0.73	1738	1	10	2	1	0.8	24
CCN(CC)S(=O)(=O)c1ccc(Cl)c(C(=O)NCc2ccccc2Cl)c1	0.9	21	2	x	1641	0.8	-4	7	-5	0.8	x
Cc1ccc(-n2cnc3sc(C)c(C)c3c2=O)cc1	0.9	11	-11	-0.74	1650	0.9	-7	4	0	0.9	-16
OCc1cn(-c2ccccc2)nc1-c1ccc2c(c1)OCCO2	0.9	6	0	-0.23	1628	0.9	1	8	6	0.9	16
C#CC(CC)(CC)NC(=O)NC1CCCCC1	1	2	2	-0.49	1473	1	7	5	-1	1	-6
O=C(NCc1ccc(Cl)cc1)C(=O)N/N=C/c1ccc(Br)cc1	1	-13	-1	1.1	1224	1	-1	7	-4	1.1	-8
Cc1cccc(C)c1N1CCN(S(=O)(=O)N2CCCCC2)CC1	0.9	10	8	-0.63	1560	0.9	-1	2	3	0.9	-28
c1ccc(Cc2noc(CN3CCN(C4CCc5ccccc5C4)CC3)n2)cc1 (stereo not given)	0.8	16	3	-1	1673	0.9	3	22	7	0.8	-11
CCOC(=O)c1ccc(NC(=S)NCc2cccnc2)cc1	0.9	12	8	-1.4	1779	0.9	6	11	5	0.9	20
O=C(CN1CCCC1)N1CCCC(c2ccc(F)cc2)c2ccc(F)cc21 (stereo not given)	1.1	13	4	-0.13	1706	1	0	6	-2	0.9	-4
Nc1ccc(S(=O)(=O)C(F)(F)F)cc1N	1	2	4	-0.014	1648	1.1	-2	3	0	1	-3
O=C(CC1NC(=O)NC1=O)Nc1ccc(Cl)cc1 (stereo not given)	1	2	5	x	1437	1.1	6	9	7	1	x
CC(=O)c1sc(N/N=C/c2cccc(O)c2)nc1C	1.1	10	4	x	1617	1.1	8	4	10	0.9	-6
CCN(CC)c1ccc(NC(=O)CCS(=O)(=O)c2cccc3nsnc23)c(C)c1	0.7	15	10	-0.026	1636	0.9	12	3	7	0.8	-1
CC1(C)CCCC2=C1CC1C(=O)N(Cc3cccnc3)C(=O)C1C2 (stereo not given)	1	3	-1	x	1650	1.1	3	1	0	1	7
CCOC(=O)C(NCc1ccc2c(c1)OCO2)(NC(=O)c1ccccc1)C(F)(F)F (stereo not given)	1	14	6	x	1594	1	1	4	-2	0.9	x
O=C(Cn1cccc1)NC1CCCCCC1	1	5	1	0.13	1283	1	-10	4	-3	1	28
CCc1nnc(SCC(=O)Nc2ccccc2Cl)nc1CC	1	8	6	0.75	1527	1	-2	-1	-7	0.9	1
COc1cccc(/C=N/Nc2ncnc3scc(-c4ccccc4)c23)c1O	1.3	38	-1	-1.7	1443	1	-5	-16	1	0.6	-4
Cc1cccc(C(=O)N(C)c2nnc(-c3ccncc3)s2)c1	x	x	4	x	1420	x	1	x	-8	x	-11
Cc1ccc(SC(C)C(=O)Nc2c(C)n(C)n(-c3ccccc3)c2=O)cc1 (stereo not given)	1	7	3	-0.27	1699	1	7	2	1	0.9	x
CC1=C(C(=O)OC(C)C)C(c2cccc(F)c2)n2ncnc2N1 (stereo not given)	0.9	16	2	x	1486	0.9	3	-18	7	0.8	-12
COc1cccc(C(=O)NCC(=O)OCC(=O)C(C)(C)C)c1	0.9	12	-8	x	1547	0.9	-1	-17	-4	0.9	1
CCNC(=S)N(CCc1ccc(S(N)(=O)=O)cc1)C1CC(=O)N(c2ccccc2)C1=O (stereo not given)	0.9	18	-5	x	1586	0.9	4	20	3	0.8	-12
COCCCNc1ncnc2c1[nH]c1ccccc12	0.8	19	6	x	1524	0.8	5	2	10	0.8	x
c1cc(N2CCCC2)ccc1C(c1nnnn1C1CCCCC1)N1CCOCC1 (stereo not given)	0.8	14	5	x	1525	0.9	8	-7	24	0.9	-21
O=C(CCS(=O)(=O)c1cccs1)Nc1ccc(C(=O)NCc2cccs2)cc1	1	5	2	-0.69	1394	0.9	3	3	13	0.9	-3
Cc1cc(C(F)(F)F)c(C#N)c(SCC(=O)Nc2nc3ccccc3s2)n1	1.1	0	2	-0.66	1408	1	-5	0	-4	1	15
CCOc1ccc2nc(NC(=O)CSc3nc(SC)ns3)sc2c1	0.9	18	-2	0.49	1528	0.9	1	2	1	0.8	x
Cc1ccc(-c2csc3nc(SCC(N)=O)n(Cc4ccccc4)c(=O)c23)cc1	0.9	17	-3	0.0039	1388	0.9	-3	-14	-4	0.8	-4
Cc1nn(-c2ccccc2)c(C)c1C(=O)Nc1nnc(-c2ccco2)o1	1	1	7	x	1613	1	2	-11	11	1	15
COC(=O)c1c(-c2cccs2)csc1NC(=O)CSc1ncnc2sc(C)c(C)c12	1	1	7	x	1433	1	4	0	-2	1	x
COc1ccc(NC(=O)c2ccccc2Sc2ccc(NC(C)=O)nc2)cc1	0.9	23	17	0.99	1903	0.9	2	11	2	0.8	-6
Cn1c(=O)[nH]c(=O)c2c1nc(N1CCOCC1)n2CCSc1ncccn1	x	x	1	-0.5	1377	x	-1	x	0	x	-23
Cc1sc2nc(C3CC3)nc(SCC(=O)N3c4ccccc4CC3C)c2c1C (stereo not given)	0.9	16	0	-0.61	1595	0.8	8	0	16	0.8	x
COc1ccc(CNC(=O)CSCc2cccc(Cl)c2)cc1	1	11	-2	x	1773	1.1	3	4	-1	0.9	-3
COc1cccc(-n2nnc3c(=O)n(Cc4ccccc4Cl)cnc32)c1	1	0	0	0.2	1320	1.1	6	-3	-8	1	-65
O=C(c1cc(Cl)nc2ccccc12)N1CCCCC1	0.9	9	5	x	1490	0.9	9	6	2	0.9	x
Cc1ccsc1/C=N/N1CCOCC1	1.1	1	6	-0.56	1571	1	3	-2	-2	1	-3
Cc1cccc(Cn2nnc3c2C(=O)c2ccccc2C3=O)c1	1.2	18	0	x	1542	1.6	3	54*	-2	0.8	x
O=C(Nc1ccccn1)c1ccc(Cl)c([N+](=O)[O-])c1	0.9	14	1	0.03	1718	1	-2	12	5	0.9	-5
CC(C)N1C(=O)C2C(C(=O)NC3CCCCC3)C3C=CC2(O3)C1C(=O)NC1CCCC1 (stereo not given)	1	9	-1	x	1290	1	-2	6	-5	0.9	8
O=C(O)CN(c1ccccc1)C1SC(=O)NC1=O (stereo not given)	1.2	11	3	0.95	1619	1	1	-8	1	0.9	x
Cc1ccc(Cn2cccc2/C=C2/C(=N)N3C=CSC3=NC2=O)cc1	1.1	7	2	0.026	1577	0.9	-9	-15	8	0.9	1
O=C(NCC1(c2ccccc2)CCOCC1)c1cccs1	1.1	15	-2	0.99	1358	1.1	7	12	1	0.9	-10
